# Bioassay records deposited in PubChem BioAssay by National Center for Advancing Translational Sciences (NCATS).
# ERK EGF inh: blocks ERK signaling stimulated by EGF; HEK293-V1b, EGF-stimulated phospho-ERK AlphaScreen; Potency, µM (highest dose often 11.5 µM), for the others: top-dose activity change, negative = inhibition, usual class: inhibitors; 130,000 tested, 0.41% active; active means well fitted inhibition curve with a large enough effect; inconclusive means small, poorly fitted or top-dose-only effect, or effect the other way;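 further: plate controls were stimulated vehicle wells for no effect and unstimulated vehicle basal for full effect; nearly all actives have a fitted effect of over 55% in size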
#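 Readout: AlphaScreen signal for phosphorylated ERK in lysed HEK293 cells stably expressing V1b. Stimulus 25 nM EGF, 5 min, following 30 min compound exposure. Data scaled to DMSO basal and full EGF activation.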
# * = called active by the depositor; ? = inconclusive; [ ] = dose if it differs, or a comment. Potency means the concentration at half of the fitted maximal effect.
ERK EGF inh,SMILES
-5%,CSCCC1NC(=O)N(CC(=O)N2N=C(c3ccc(Cl)cc3)CC2c2ccco2)C1=O (stereo not given)
-7%,CN(C)CCCN=Cc1c(-c2ccccc2)[nH]n(-c2nc3ccccc3s2)c1=O
2%,CCOc1cc(-c2c(C)c(C)nc(N)c2C#N)ccc1O
0%[57.5 µM],Cc1c(CCC(=O)O)c(=O)oc2c(C)c(OCc3cc4c(cc3Cl)OCO4)ccc12
-3%[57.5 µM],COc1ccccc1CNC(=O)COC(=O)c1cc(C)oc1C
-8%,COc1ccc(C(=O)NCc2nnc(SCC(=O)Nc3nnc(C)s3)o2)cc1OC
-5%,CCCNC(=O)c1cc2cc([N+](=O)[O-])ccc2s1
27%,CN(C)Cc1ccccc1-c1cncnc1NCc1cccs1
-1%,O=C(CN1CCC(O)(c2ccccc2)CC1)Nc1ccc2c(c1)OCCO2
3%,CC(=O)c1ccc(Oc2cc(C)nc(N3CCOCC3)n2)cc1
3%[57.5 µM],CN1CCN(C(=O)C2=C[C@@H](c3csc4ccccc34)C[C@@H](OCCCCO)O2)CC1
4%,CCc1ccc(CN2CCC(CO)(CC3CCCCO3)CC2)o1 (stereo not given)
?,COc1ccccc1CN1C[C@@H]2C[C@@H](c3ccc4nsnc4c3)N3CCC[C@@]23C1=O
?,COc1ccc(CN(Cc2ccccn2)S(=O)(=O)c2ccc(-n3cnnn3)cc2)cc1
6%,O=C(CCn1c2c(c3ccccc31)CCCC2)NNC(=O)c1ccc([N+](=O)[O-])cc1

# Remaining list, next part.
ERK EGF inh,SMILES
25%,CC1(C)C(=O)OC(C(=O)c2ccccc2)C2(CCCCC2)C1=O (stereo not given)
-15%,COc1ccccc1N1CCN(/N=C\C(Br)=C\c2ccccc2)CC1
-1%,CCN(CC(=O)Nc1cccc(C(C)=O)c1)S(=O)(=O)c1ccc(C)cc1
-5%,Cc1cc(C)nc(Nc2cc([N+](=O)[O-])ccc2C)n1
8%,Cc1ccc(S(=O)(=O)N2CCC(C(=O)N3CCN(Cc4ccccc4)CC3)CC2)cc1
4%,COc1ccccc1NS(=O)(=O)c1cccc(C(=O)OCc2nc3ccccc3s2)c1
-18%[57.5 µM],Cc1cc(C(=O)CSc2nc(N)cc(=O)[nH]2)c(C)n1Cc1ccco1
6%[57.5 µM],CC(C)(C)C(=O)N1CCN(c2ncccc2C(F)(F)F)CC1
9%,Nc1cc(N)nc(SCC(=O)NNC(=O)Cc2ccccc2)n1
10%[57.5 µM],O=C(COc1ccccc1F)NC12CC3CC(CC(C3)C1)C2
-5%,CCOc1ccccc1OCC(=O)NCCc1ccc(S(N)(=O)=O)cc1
5%,Cc1ccc(-c2cc(C(=O)NCCc3ccc(S(N)(=O)=O)cc3)c3ccccc3n2)cc1
-4%,N/C(=N\OC(=O)COc1ccc(Cl)cc1Br)c1ccncc1
?,CCn1cc(C(=O)O)c(=O)c2cnc(N3CCN(C(=S)NC(=O)c4ccccc4)CC3)nc21
?,O=C1c2ccccc2-c2onc3ccc(Oc4ccccc4)c1c23

# Continued:
ERK EGF inh,SMILES
-12%[57.5 µM],C=CCSc1nc(C)c(CCC(C)C)c(=O)[nH]1
-13%[57.5 µM],COc1ccc(CCN(/C=C2\Sc3ccccc3C2=O)C(C)=O)cc1OC
6%,O=C(COc1ccc2ccccc2c1)Nc1ccc2c3c(cccc13)CC2
4%[57.5 µM],CC(C)CCn1c(=O)[nH]c2ccccc21
-13%[57.5 µM],CC(/C=N\NC(=O)Cn1cncn1)=C/c1ccc(C(C)C)cc1
0%,CCOC(=O)CNC(=O)CSc1nc(-c2cccc(C)c2)ns1
-23%,CC(C)CC(NS(=O)(=O)c1cc(C(=O)O)ccc1Cl)C(=O)O (stereo not given)
-4%,Clc1cccc2sc(N3CCN(c4ccccc4)CC3)nc12
3%,CN1C(=O)c2ccc(NC(=O)c3ccc(N4CCCCC4)c([N+](=O)[O-])c3)cc2C1=O
8%,Cc1ccc(NC(=S)Nc2cccc3cnccc23)c(C)c1
-1%[57.5 µM],Cc1ccccc1-c1noc(-c2ccccc2C(=O)NCc2ccco2)n1
-5%,CCC(c1nnnn1C(C)(C)CC)N1CCN(c2ccccc2F)CC1 (stereo not given)
3%,CCOC(=O)N1CCN(Cc2nc(N)nc(Nc3ccc(Cl)cc3)n2)CC1
-2%,Cc1ccc2cccc(OCC(=O)Nc3ccc4c(c3)OCO4)c2n1
3%,CC1=C(C(=O)Nc2ccccn2)C(c2ccccc2Cl)NC(=S)N1 (stereo not given)

# The listing continues.
ERK EGF inh,SMILES
-15%,COc1ccc(C2=NN(C(=O)CCCC(=O)O)C(c3cccs3)C2)cc1OC (stereo not given)
2%,O=C(NCCc1c[nH]c2ccccc12)C(=O)NCC1OCCCN1S(=O)(=O)c1ccc(F)cc1 (stereo not given)
2%,Cc1nn(C(C)C(=O)O)c(=O)c2ccccc12 (stereo not given)
-3%[57.5 µM],O=C(CN1CCCC1)OCCCC1CCCCC1
-4%[57.5 µM],Cc1ccc2c(c1)COc1c3ccc(C(=O)N4CCCCC4)cc3nn1-2
9%[57.5 µM],CCC1(C)Cc2c(sc3nc(SC)[nH]c(=O)c23)CO1 (stereo not given)
4%,Cc1ccsc1C(=O)OCC(=O)NCCCc1ccccc1
6%,Cc1cccc(-n2c(SCc3cc(=O)n4ccsc4n3)nc3ccccc32)c1
2%,COc1ccc2[nH]c(N=Nc3ccccc3C)c(O)c2c1
-9%[57.5 µM],COCCNc1ncnc2c1[nH]c1ccccc12
5%[57.5 µM],Cc1ccc(C(=O)CSc2nc3ccc(C(=O)NCCN4CCCCC4)cc3c(=O)[nH]2)cc1
-1%,CCCCCCNC(=O)c1cc(-c2ccco2)nc2ccccc12
-1%,Cc1cc2oc(=O)cc(COC(=O)Cn3cnnn3)c2cc1C(C)C
1%,Cc1ccnc(SCC(=O)c2cccs2)n1
-1%[57.5 µM],CC(C)CN1CCC(=O)N([C@H](CSc2ccc(Br)cc2)c2ccccc2)CC1

# Further compounds follow.
ERK EGF inh,SMILES
-9%[57.5 µM],Clc1ccccc1CN1CCc2sccc2C1
-7%[57.5 µM],CCOc1ccc(CN2CCNC(=O)C2CC(=O)NCc2ccccn2)cc1 (stereo not given)
-1%,Brc1nnc2n1-c1ccccc1Sc1ccccc1-2
-1%,O=C(CN1CCC(NC(=O)c2ccco2)CC1)Nc1cccc2ccccc12
0%,COc1cccc(C(=O)/C=C2\Sc3ccccc3N2C)c1
5%,Cc1cccc(-n2c(Cc3cc(=O)[nH]c(=O)[nH]3)nnc2SC(C)C)c1
4%,CCOc1ccc(C(Nc2cccnc2)c2cc(Cl)c3cccnc3c2O)cc1 (stereo not given)
0%,Cc1cccc(C)c1NC(=S)Nc1ccc(F)cc1
3%,COCCNC(=O)c1ccc(CS(=O)(=O)c2ccc(OC)cc2)o1
-5%,O=C(NC1=NCCS1)c1ccc(N2CCCC2=O)cc1
3%[57.5 µM],Cn1c(=O)c(Sc2ccccc2)c(O)c2ccccc21
-9%[57.5 µM],O=C(CCN1C(=O)/C(=C\c2ccccc2)SC1=S)NNC(=O)c1ccncc1
-2%,CC(=O)N1N=C(c2ccccc2)CC1c1ccccc1[N+](=O)[O-] (stereo not given)
28%,O=C(Nc1nnc(-c2ccncc2)o1)c1ccccc1F
-7%,COc1ccc(/C=C/c2nc(N)nc(-c3ccccc3O)n2)cc1OC

# 7 of the compounds above, tab-delimited.
SMILES	ERK EGF inh
COc1cccc(C(=O)/C=C2\Sc3ccccc3N2C)c1	0%
Cc1cccc(-n2c(Cc3cc(=O)[nH]c(=O)[nH]3)nnc2SC(C)C)c1	5%
CCOc1ccc(C(Nc2cccnc2)c2cc(Cl)c3cccnc3c2O)cc1 (stereo not given)	4%
Cc1cccc(C)c1NC(=S)Nc1ccc(F)cc1	0%
COCCNC(=O)c1ccc(CS(=O)(=O)c2ccc(OC)cc2)o1	3%
O=C(NC1=NCCS1)c1ccc(N2CCCC2=O)cc1	-5%
Cn1c(=O)c(Sc2ccccc2)c(O)c2ccccc21	3%[57.5 µM]

# Reprinted from the results shown, two compounds:
ERK EGF inh,SMILES
?,COc1ccc(CN(Cc2ccccn2)S(=O)(=O)c2ccc(-n3cnnn3)cc2)cc1
6%,O=C(CCn1c2c(c3ccccc31)CCCC2)NNC(=O)c1ccc([N+](=O)[O-])cc1

# The listing continues.
ERK EGF inh,SMILES
6%,Cc1ccc2nc(-c3sc4nc(C)cc(C)c4c3N)[nH]c2c1
8%,O=C(CSc1ncnc2ccccc12)Nc1cccc(S(=O)(=O)N2CCOCC2)c1
-5%,CN(C)N1C(N)=C(C#N)C(c2ccsc2)C2=C1CCCC2=O (stereo not given)
-5%,Cc1cn2c(=O)c3ccccc3nc2n2c(=O)c3ccccc3nc12
-2%,Cc1ccc(/C=C2/NC(=O)N(Cc3ccccc3F)C2=O)o1
1%[57.5 µM],O=C(CSc1nc2c(cnn2-c2ccccc2)c(=O)[nH]1)N1CCCCC1
-2%,CCC(CC)NC(=O)COC(=O)CCC(=O)c1ccc(Cl)cc1
-8%,CC1=C(C(=O)OCc2ccccc2)C(C2CC2)NC(=O)N1CCCCCC(=O)O (stereo not given)
-3%[57.5 µM],CN(C(=O)CSc1nnc(C(F)(F)F)n1N)C1CCS(=O)(=O)C1 (stereo not given)
2%,N#Cc1c(Nc2cccc(F)c2)sc2c(O)cc(=O)[nH]c12
-5%,Cc1ccc(-c2nnn(CC(=O)Nc3nnc(C(C)C)s3)n2)cc1
4%[57.5 µM],COc1ccc(OCC(O)CNC(=O)Nc2ccc(C(C)(C)C)cc2)cc1 (stereo not given)
-3%,CCc1ccc(NC(=O)C(C)n2nc(C)c([N+](=O)[O-])c2C)cc1 (stereo not given)
6%,COc1ccc(CCNC(=O)CSc2nnc(CNc3ccc(Cl)cc3)o2)cc1OC
-5%,NC(=O)c1nnn(-c2ccccc2)c1N

# Taken from above.
# Under ERK EGF inh, `CC1=C(C(=O)OCc2ccccc2)C(C2CC2)NC(=O)N1CCCCCC(=O)O` (stereo not given) is entered as -8%
# Under ERK EGF inh, `CN(C)N1C(N)=C(C#N)C(c2ccsc2)C2=C1CCCC2=O` (stereo not given) is entered as -5%
# Under ERK EGF inh, `Cc1ccc2nc(-c3sc4nc(C)cc(C)c4c3N)[nH]c2c1` is entered as 6%
# Under ERK EGF inh, `CCc1ccc(NC(=O)C(C)n2nc(C)c([N+](=O)[O-])c2C)cc1` (stereo not given) is entered as -3%

# Further entries follow.
ERK EGF inh,SMILES
-11%[57.5 µM],CCN(CC(=O)NC(C)C)Cc1nc2c(Br)cc(Br)cc2c(=O)[nH]1
-4%,O=C(CNC(=O)c1cccs1)OCC(=O)c1ccccc1Cl
5%,C(=N\N1CCN(c2ccccc2)CC1)/c1ccccc1
-3%[57.5 µM],CCCCn1c(=N)n(CC(=O)c2ccc(Br)s2)c2ccccc21
1%,CCC(C)(C)NC(=O)C(c1ccccc1F)N(C(=O)c1ccn[nH]1)c1ccccc1 (stereo not given)
-6%,C=CCn1c(CCNC(=O)c2ccccc2F)nnc1SCC(=O)Nc1ccc(OC)cc1
3%,CCCCCCCC1CC(CSc2ncn[nH]2)OC1=O (stereo not given)
0%,CCC(=O)N/N=C/c1ccc(-c2ccc(Cl)cc2)o1
-12%[57.5 µM],Cc1cc(=O)oc2cc(OCCSCCN3CCCC3)ccc12
-1%,Cn1c(-c2cccs2)[n+](C)c2ccccc21
6%,Cc1ccc(N2CC(C(=O)NCCC(C)C)CC2=O)cc1 (stereo not given)
-4%[57.5 µM],O=C(NCCO)c1ccc2c3n(nc2c1)-c1ccc(Cl)cc1CO3
8%[57.5 µM],CC(C)C[C@@H](CSc1ccc(Br)cc1)N1CCN(CCc2ccccc2)CCC1=O
1%,COc1ccc(N2CCN(C(=O)CSc3nnc4c(C)cc5ccccc5n34)CC2)cc1
-6%[57.5 µM],O=C(NC1CCCCC1)c1cc(F)cc2c1OCOC2

# (cont.)
ERK EGF inh,SMILES
-3%,CC1(C)CC(=O)C(N=Nc2c(Cl)cc(Cl)cc2Cl)=C(O)C1
6%,Cc1occc1C(=O)NC(C)C12CC3CC(CC(C3)C1)C2 (stereo not given)
-11%[57.5 µM],Cn1c(=O)[nH]c(=O)c2[nH]c(CN3CCN(Cc4ccccc4)CC3)nc21
5%,CC(=O)NC(=S)Nc1ccccc1C(=O)Nc1ccccc1
0%,Cn1cnnc1Sc1cc(N2CCN(S(=O)(=O)c3ccc4ccccc4c3)CC2)ccc1[N+](=O)[O-]
-4%,Cc1occc1-c1nnc(SCC(=O)N2CCOCC2)n1CC(C)C
18%,CC(=O)COC(=O)C1CC(=O)N(c2ccc(C)c(C)c2)C1 (stereo not given)
1%,CSCCC(NC(N)=O)C(=O)Nc1cccc(S(=O)(=O)N2CCOCC2)c1 (stereo not given)
-3%,CC1CCN(c2nnc(-c3ccccc3)c3ccccc23)CC1
6%,FC(F)(Cl)c1nnc2ccc(Sc3ccccn3)nn12
-13%,O=C(c1cccnc1)N1CCN(c2ccc3ccccc3n2)CC1
3%,Cc1ccc(NC(=O)C(C)OC(=O)c2ccc(NS(=O)(=O)c3ccc(F)c(F)c3)cc2)cc1 (stereo not given)
-6%,Cc1cc(=O)n2c3ccccc3n(CC(O)CN3CCN(CCO)CC3)c2c1C#N (stereo not given)
8%,O=C(NC(=S)Nc1ccc(NC(=O)c2cccs2)cc1)c1cc2ccccc2o1
?,CN(c1ccc(C(=O)Nc2ccc(Cl)cn2)cc1)S(=O)(=O)c1ccccc1

# Additional compounds.
ERK EGF inh,SMILES
-10%,CC(NC(=S)Nc1cccc(C(F)(F)F)c1)C(C)(C)C (stereo not given)
0%,CCOc1ccc(-n2c(-c3ccccc3)c[n+]3c2CCCCC3)cc1
0%,O=C(/C=C/c1cccc([N+](=O)[O-])c1)NCc1ccc2c(c1)OCO2
2%[57.5 µM],NC(=S)Nc1cc(Cl)ccc1Cl
1%,CC(C)Cn1c(O)c2ccc(C(=O)N=NC(=O)c3cccnc3)cc2c1O
-11%,COc1ccc(C(=O)Nc2ccc3oc(-c4cccnc4)nc3c2)cc1OC
-18%[57.5 µM],CCOc1ccc(/C=C2\SC(=S)N(NC(=O)c3ccncc3)C2=O)cc1OC

# This is a subset. The share of hits here may be higher or lower than overall.
